# MT1-MMP act inh = blockers of MT1-MMP proenzyme processing, primary screen, HT1080 RFP-PRO-GFP cells, GFP/RFP fluorescence. GFP/RFP ratio fluorescence, overnight; percent of plate control window, DMSO zero. GFP/RFP ratio change, % at 20 µM. hit rate 0.061% among 360,000;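 active = GFP/RFP ratio change of at least 30% with cell ATP level not reduced by more than half and red fluorescence within 50% of control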; note: strong numbers were not always called active
#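 Assay system: HT1080 RFP-PRO-GFP cells. Benchmarks: DMSO vehicle wells and RFP-L50D-GFP reporter cell wells. Times: overnight cell settling, then overnight compound exposure, 37 °C, 5% CO2. Compound: 20 µM single dose, 1% DMSO. Read-out basis: GFP/RFP fluorescence ratio.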
# FAS-TE inh = FAS thioesterase domain inhibitors, primary screen, biochemical, fluorescence intensity, uHTS; inhibition, % at 15 µM; recombinant FAS-TE, OMFH fluorogenic substrate, fluorescence endpoint; hit rate 0.67% among 360,000;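 active = compounds whose normalised, plate-corrected inhibition of enzyme fluorescence in the single-dose primary screen is 50% or more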;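 note: 0% = DMSO with enzyme and 100% = substrate without enzyme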
# eLon inh = inhibitors of E. coli Lon protease, primary screen, biochemical, fluorescence polarization; AID 602123, 2011; P0A9M0; purified E. coli Lon protease; inhibition, % at 7.94 µM; hit rate 0.42% among 360,000; in the data active = inhibition above about 13%, passing the limit was not always enough;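 note: 0% = enzyme with probe and DMSO and 100% = no enzyme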
# Target sequence (P0A9M0 whole entry, looked up): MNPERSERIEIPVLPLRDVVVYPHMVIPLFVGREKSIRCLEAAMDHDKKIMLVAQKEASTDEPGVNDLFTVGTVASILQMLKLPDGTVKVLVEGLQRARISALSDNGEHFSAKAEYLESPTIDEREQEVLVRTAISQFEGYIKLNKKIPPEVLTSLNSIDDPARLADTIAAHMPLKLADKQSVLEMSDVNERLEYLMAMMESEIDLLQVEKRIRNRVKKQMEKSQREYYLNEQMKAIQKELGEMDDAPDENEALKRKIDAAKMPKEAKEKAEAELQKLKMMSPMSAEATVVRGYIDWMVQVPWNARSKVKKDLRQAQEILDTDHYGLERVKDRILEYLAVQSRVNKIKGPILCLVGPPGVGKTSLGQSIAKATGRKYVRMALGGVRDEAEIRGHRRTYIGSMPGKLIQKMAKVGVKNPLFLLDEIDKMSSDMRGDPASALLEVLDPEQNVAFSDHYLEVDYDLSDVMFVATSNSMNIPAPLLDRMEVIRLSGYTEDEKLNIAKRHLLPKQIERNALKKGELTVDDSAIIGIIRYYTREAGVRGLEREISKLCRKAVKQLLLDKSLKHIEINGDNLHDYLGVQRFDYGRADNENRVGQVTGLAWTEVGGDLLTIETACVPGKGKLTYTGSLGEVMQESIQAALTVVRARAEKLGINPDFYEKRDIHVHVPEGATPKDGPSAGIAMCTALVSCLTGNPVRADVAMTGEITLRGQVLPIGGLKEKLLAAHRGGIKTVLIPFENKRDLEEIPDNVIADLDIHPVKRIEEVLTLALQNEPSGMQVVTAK
# SKN-1 inh = suppressors of acrylamide-induced Pgst-4::GFP reporter in worms, primary screen, SKN-1 inhibitor project, whole organism, uHTS, GFP/RFP fluorescence ratio, strain VP596. C. elegans VP596 Pgst-4::GFP/RFP ratio, 24 h. inhibition, % at 21.8 µM. hit rate 0.49% among 360,000;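 active = interference check ratio from 0.5 to 1.5 plus GFP to RFP signal ratio inhibition reaching or exceeding a fixed threshold, cut at about 30% in these data, passing the limit was not always enough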; note: some compounds called inactive have numbers as strong as hits
# bovine MsrA act = bovine MsrA enzyme activators, primary screen, biochemical, absorbance, HTS. Methionine sulfoxide reductase A (Bos taurus). purified bovine MsrA, absorbance read-out. activation, % at 10.6 µM. hit rate 0.3% among 360,000; in the data active = activation above about 7.5%;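 note: 0% = vehicle and 100% = reference activator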
# Rin1-Abl PPI inh = inhibitors of Rin1-Abl protein binding, primary screen, biochemical, TR-FRET; hit rate 0.4% among 360,000; inhibition, % at 7.35 µM; in the data active = inhibition above about 5%, passing the limit was not always enough
# Neddyl block = inhibitors of cullin neddylation, primary screen, biochemical, TR-FRET, uHTS, NAE and Ubc12; calls only at 25 µM; hit rate 0.58% among 360,000; in the data active = inhibition above about 36%
# NRP1-CendR mod = modulators of CendR peptide binding to NRP-1, primary screen, biochemical, fluorescence polarization, uHTS; AID 602438, 2012; Neuropilin-1 (Homo sapiens), O14786; hit rate 0.85% among 360,000; inhibition, % at 25 µM; FAM-RPARPAR peptide binding to NRP-1;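 active = inhibition or corrected inhibition above about 18%, plus a signal ratio from 0.5 to 1.5, limit read from the data, passing the limit was not always enough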; note: strong numbers were not always called active
# MLLE-PAM2 inh = inhibitors of PABP1 MLLE–PAM2 peptide binding, primary screen, biochemical, fluorescence polarization, FITC-PAM2, GST-MLLE. inhibition, % at 20 µM. AID 588489, 2011. Polyadenylate-binding protein 1 (Homo sapiens), P11940. hit rate 0.36% among 360,000; in the data active = inhibition above about 35%, passing the limit was not always enough;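 note: plate controls were DMSO wells with GST-MLLE for no effect and wells lacking GST-MLLE protein for full effect; some results filed as inactive read as strong as hits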
# Starred values were filed as active, the others as inactive; i = inactive; . = not tested or not shown; + = active, no number.
# Labels used below: A = MT1-MMP act inh; B = FAS-TE inh; C = eLon inh; D = SKN-1 inh; E = bovine MsrA act; F = Rin1-Abl PPI inh; G = Neddyl block; H = NRP1-CendR mod; I = MLLE-PAM2 inh
COc1ccc(C(NC(C)=O)c2c(O)ccc3ccccc23)cc1OC (configuration not stated)
  A: 0	B: -3	C: 11	D: -10	E: -1	F: -5	G: i	H: -5	I: 5
C[C@H](CO)N1C[C@H](C)[C@@H](CN(C)S(=O)(=O)c2ccc(F)cc2)Oc2c(NC(=O)Nc3ccccc3)cccc2C1=O
  A: -5	B: -1	C: 6	D: -6	E: -2	F: -2	G: i	H: 2	I: 4
CCOc1ccc(N(CC(=O)NC2CCCCC2)C(=O)Cn2nnc(-c3ccc(C)o3)n2)cc1
  A: -1	B: 12	C: -7	D: 11	E: -2	F: 2	G: i	H: 8	I: 10
Clc1cc2nc[nH]c2cc1Cl
  A: 1	B: -5	C: 7	D: 1	E: -2	F: -2	G: i	H: -3	I: -9
COC(=O)c1ccc(/C=N/Nc2nc(C)c(C)s2)cc1
  A: 0	B: 12	C: -3	D: 16	E: -2	F: 1	G: i	H: -18	I: -132
O=C(NNC(=O)c1cccc2ccccc12)c1ccc(Cl)cc1
  A: 10	B: -1	C: -1	D: -2	E: -5	F: 2	G: i	H: -5	I: -12
CCOc1ccc(S(=O)(=O)NNS(=O)(=O)c2ccc(C)cc2C)cc1
  A: 2	B: -6	C: -10	D: 1	E: -1	F: 3	G: i	H: 8	I: 12
Cc1ccc(-c2nc3cc(N)ccc3o2)cc1
  A: 6	B: -3	C: -4	D: 20	E: -5	F: -2	G: .	H: -24	I: -2
COc1ccc(OC)c(C(C)NC(=O)Nc2ccccc2)c1 (configuration not stated)
  A: -8	B: -8	C: -8	D: 8	E: -2	F: 2	G: i	H: 0	I: 1
CN1/C(=C/c2cccc[n+]2CCO)Sc2ccccc21
  A: -11	B: -6	C: 1	D: 20	E: -1	F: -5	G: i	H: 6	I: -139
Cc1ccc(-c2nn3c(=O)c(C)nnc3s2)cc1
  A: 3	B: -4	C: -2	D: 2	E: -4	F: 5	G: i	H: -3	I: -9
CCCN(CC(=O)Nc1ccccc1C)C(=O)c1oc2ccc(OCC)cc2c1C
  A: -5	B: 14	C: -1	D: 1	E: 0	F: -3	G: i	H: -6	I: -14
CC1CCCN(C(=O)COC(=O)Cn2cnc3ccccc32)C1 (configuration not stated)
  A: 2	B: -7	C: 3	D: 4	E: 0	F: 3	G: i	H: -11	I: -8
COc1cccc(N2CCN(C(=O)c3ccc4nc[nH]c4c3)CC2)c1
  A: -3	B: -7	C: 1	D: 6	E: 0	F: 2	G: i	H: 0	I: -14
O=C(COC(=O)c1cnccn1)Nc1ncc(Cl)cc1Cl
  A: -7	B: -4	C: -18	D: 4	E: -4	F: 1	G: i	H: -17	I: -4
COc1ccc(NC(=O)C(c2ccncc2)n2c(=O)c(-c3ccccc3)nc3ccccc32)cc1 (configuration not stated)
  A: -3	B: .	C: .	D: -1	E: .	F: .	G: +	H: 5	I: .
Cc1nc2c(Cl)cccc2c2c1CC(CBr)O2 (configuration not stated)
  A: 0	B: 2	C: 5	D: 33	E: -2	F: 1	G: i	H: 1	I: 6
CCCC(=O)Nc1ccc(-c2nc3cc(C)ccc3o2)cc1
  A: 6	B: 10	C: -12	D: 10	E: -2	F: 3	G: .	H: 16	I: -8
O=C(CNC(=O)c1ccc(Cl)cc1)OCN1C(=O)c2ccccc2C1=O
  A: 1	B: -1	C: -3	D: 13	E: -5	F: 5	G: i	H: 2	I: -14
CC(C)c1cc(CNC(=O)c2cc(COc3cncc(Cl)c3)on2)on1
  A: -8	B: -5	C: 1	D: -1	E: -3	F: 0	G: i	H: 2	I: 17
COc1ccccc1-c1nnc(NC(=O)C2=COCCO2)o1
  A: 7	B: -7	C: -12	D: 11	E: 1	F: 1	G: i	H: 1	I: -18
CCOC(=O)c1c[nH]c2c(C(=O)c3ccccc3)cc(Cl)cc2c1=O
  A: 3	B: 2	C: 0	D: 16	E: -1	F: -1	G: i	H: 8	I: 2
CC[C@@H]1CCCCc2ccccc2[C@@H](C(=O)C[C@@H](O)CC(C)=O)OC1=O
  A: -2	B: -11	C: -5	D: 0	E: -2	F: -5	G: i	H: -6	I: 2
CCN(CC)C(=O)C1CCCN(c2ccc([N+](=O)[O-])cc2/C=N/NC(=O)c2ccc([N+](=O)[O-])cc2)C1 (configuration not stated)
  A: 1	B: 44	C: 0	D: 8	E: -5	F: -1	G: i	H: -5	I: 5
CC(Nc1ccccc1CO)C(=O)Nc1cccc(Cl)c1Cl (configuration not stated)
  A: 0	B: 3	C: -11	D: -13	E: -8	F: 1	G: i	H: -2	I: 10
CCN(CC(=O)Nc1ccc2c(c1)OCCO2)C(=O)COc1ccc(C)cc1
  A: -2	B: -1	C: -1	D: 1	E: -3	F: 2	G: i	H: 4	I: 4
Cc1ccc(C(=O)O/N=C/c2c(N3CCOCC3)n(C)c3ccccc23)cc1
  A: -3	B: 18	C: -5	D: 15	E: 1	F: 2	G: i	H: 10	I: -8
Cc1ccc(-c2nnc(SCC(N)=O)n2C)cc1
  A: -6	B: -7	C: 4	D: 15	E: -2	F: 3	G: i	H: 18	I: 2
O=S(=O)(c1ccc(Oc2ccc(Br)cc2F)nc1)N1CCCCC1
  A: 3	B: 22	C: 10	D: -4	E: 1	F: -4	G: i	H: 13	I: -5
CN(C)c1ccc(-c2csc(C(O)c3cccc(Cl)c3)n2)cc1 (configuration not stated)
  A: -1	B: 12	C: -4	D: 20	E: -9	F: 3	G: i	H: -2	I: -9

# Three entries from above, arranged by their value in Rin1-Abl PPI inh, lowest first.
compound,Rin1-Abl PPI inh
O=S(=O)(c1ccc(Oc2ccc(Br)cc2F)nc1)N1CCCCC1,-4
Cc1ccc(C(=O)O/N=C/c2c(N3CCOCC3)n(C)c3ccccc23)cc1,2
CCCC(=O)Nc1ccc(-c2nc3cc(C)ccc3o2)cc1,3

# The list goes on:
# Labels used below: A = MT1-MMP act inh; B = FAS-TE inh; C = eLon inh; D = SKN-1 inh; E = bovine MsrA act; F = Rin1-Abl PPI inh; G = Neddyl block; H = NRP1-CendR mod; I = MLLE-PAM2 inh
O=C(Nc1cccc(Cl)c1)c1ccc2sc([C@H]3C[C@H](O)[C@@H](CO)O3)nc2c1
  A: -2	B: -4	C: -6	D: -10	E: -9	F: 3	G: i	H: -12	I: -1
c1coc(CN2CCN(C(c3cccs3)c3nnnn3C3CCCC3)CC2)c1 (configuration not stated)
  A: 1	B: -17	C: 2	D: -11	E: -12	F: 3	G: i	H: 0	I: -6
COc1ccc(NC(=O)C2(C)Cc3c(-c4ccc(NC(C)=O)cc4)ccnc3O2)cn1 (configuration not stated)
  A: -4	B: -7	C: 31	D: 17	E: 0	F: 1	G: i	H: 0	I: 5
Cc1ccc(S(=O)(=O)NCC(=O)N(CC(=O)NCC2CCCO2)C2CCCC2)cc1 (configuration not stated)
  A: -3	B: -4	C: -11	D: 9	E: -8	F: 1	G: i	H: -21	I: -3
CC(=O)NCCc1csc(-c2ccccc2)n1
  A: 4	B: -9	C: 13	D: 6	E: -4	F: 0	G: i	H: -2	I: -14
COC(=O)C[C@H]1C=C[C@H](NC(=O)Nc2ccccc2)[C@@H](CO)O1
  A: 4	B: .	C: .	D: -2	E: .	F: .	G: i	H: -9	I: .
COc1ccc(CCCc2nc3ccccc3[nH]2)cc1
  A: 1	B: -2	C: -6	D: 0	E: -2	F: -1	G: i	H: 0	I: -2
Cc1ccc(OCC(=O)Nc2ccc(-c3nnc(-c4ccco4)o3)cc2)cc1
  A: 11	B: -13	C: -5	D: -29	E: -10	F: -3	G: i	H: -6	I: 7
O=C(CN1C(=O)/C(=C/c2ccccc2Cl)SC1=S)NC1C=CS(=O)(=O)C1 (configuration not stated)
  A: 4	B: 1	C: 1	D: 1	E: -4	F: -3	G: i	H: -3	I: 28
COc1ccccc1NC(=O)COC(=O)c1cc(C)oc1C
  A: -2	B: 5	C: -1	D: 3	E: -5	F: 0	G: i	H: 5	I: -3
CC(OC(=O)CCCN1C(=O)c2ccccc2C1=O)C(=O)Nc1ncc(Cl)cc1Cl (configuration not stated)
  A: 0	B: 3	C: -3	D: -4	E: -3	F: -2	G: i	H: 10	I: -8
CCO[C@H]1OC(C(=O)O)=C[C@@H](c2ccc3c(c2)OCO3)[C@@H]1CCCO
  A: -3	B: -3	C: -4	D: 5	E: -6	F: 4	G: i	H: -2	I: 10
O=C(NCC(c1cccs1)N1CCOCC1)c1cc(S(=O)(=O)N2CCOCC2)ccc1Cl (configuration not stated)
  A: -3	B: -9	C: -1	D: 4	E: -4	F: 3	G: i	H: -15	I: 1
CCOC(=O)c1c(NC(=O)CN(CC)CC)sc2c1CCN(C(=O)OCC)C2
  A: 5	B: 16	C: -2	D: -1	E: -2	F: 1	G: i	H: -2	I: 7
Cc1ccccc1OCc1csc(N)n1
  A: 1	B: -7	C: -2	D: 2	E: -4	F: -1	G: i	H: 4	I: -5
N#CCCN(CCC#N)C(=O)c1ccc(Cl)cc1
  A: 0	B: -8	C: 3	D: 5	E: -1	F: -2	G: i	H: 4	I: 14
COc1ccccc1N1CCN(C(=O)Cc2ccc(Cl)cc2)CC1
  A: 4	B: -1	C: -6	D: 4	E: 1	F: -3	G: i	H: 8	I: -7
CN1CCN(CC(=O)N(C)c2nc(-c3ccccc3)cs2)CC1
  A: -1	B: -10	C: 1	D: -4	E: 0	F: 1	G: i	H: 6	I: -1
COc1cc(NC(=O)c2oc3ccccc3c2C)ccc1NC(=O)c1ccco1
  A: -1	B: 25	C: -15	D: 4	E: -1	F: 0	G: .	H: -45	I: -21
CCOc1ccc(-c2noc(-c3ccncc3)n2)cc1OCC
  A: 3	B: 1	C: 5	D: -4	E: -2	F: 2	G: i	H: 0	I: 1
O=C(CSc1nnc(COc2ccc(Cl)cc2)o1)OC1CCCCC1
  A: 2	B: 26	C: -7	D: -19	E: 0	F: 4	G: i	H: 6	I: -2
Cc1ccc(OCCN2C(=O)C(=O)c3cccc(C)c32)cc1
  A: -3	B: -1	C: -10	D: -10	E: -6	F: -4	G: i	H: 17	I: 0
COc1cccc(CN2CCN(Cc3ccc(C#CC(C)(C)O)s3)CC2CCO)c1 (configuration not stated)
  A: 0	B: -6	C: 1	D: -6	E: 0	F: 2	G: i	H: 0	I: -1
NC(=O)c1c(NC(=O)CSc2nnc(-c3ccco3)n2-c2ccccc2)sc2c1CCC2
  A: -6	B: 2	C: -16	D: -2	E: -8	F: -2	G: i	H: -18	I: -9
CCOC(=O)c1sc(=NC(=O)c2ccc(S(=O)(=O)N(C)c3ccccc3)cc2)n(C)c1C
  A: 5	B: -2	C: 2	D: -16	E: -13	F: -2	G: i	H: -10	I: -9
O=C(O)c1ccc2cc(-c3ccccc3)[nH]c2c1
  A: 1	B: -5	C: 7	D: 9	E: -3	F: -3	G: .	H: 1	I: -10
O=C(NCc1cccnc1)c1nc(-c2ccccc2)n(-c2ccccc2)n1
  A: -3	B: -4	C: 11	D: 4	E: -2	F: 1	G: i	H: -3	I: -20
CCN(CC)CCCCNc1ncc2cc(-c3cc(OC)cc(OC)c3)c(NC(=O)NC(C)(C)C)nc2n1
  A: -16	B: -1	C: -14	D: 11	E: -1	F: -1	G: .	H: -2	I: -6
Cc1ccc(CNC(=O)C2CCCN2S(=O)(=O)c2ccc3c(c2)C(C)(C)C(=O)N3C)cc1 (configuration not stated)
  A: 1	B: -3	C: -1	D: -18	E: -3	F: 1	G: i	H: 4	I: 9

# High-throughput results as filed in PubChem.
